Assay outcomes from PubChem.
UBC13 inh: blocks human UBC13 polyubiquitin chain formation. P61088. TR-FRET. inhibition, % at 20 µM. actives 0.47% (n = 330,000). AID 485273; in the data active = inhibition above about 45%, passing the limit was not always enough
APOBEC3G inh: inhibitors of human APOBEC3G DNA deaminase | Q9HC16 | recombinant A3G, ssDNA deamination FAM/TAMRA fluorescence | inhibition, % at 20 µM | actives 0.28% (n = 330,000) | AID 493012;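 active = inhibition of at least 40% at 20 µM, with no more than 30% in the related APOBEC3A deaminase screen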;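 note: plate controls were DMSO wells with A3G for no effect and wells lacking A3G enzyme for full effect; some compounds called inactive have numbers as strong as hits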
Target sequence (Q9HC16 whole entry, looked up): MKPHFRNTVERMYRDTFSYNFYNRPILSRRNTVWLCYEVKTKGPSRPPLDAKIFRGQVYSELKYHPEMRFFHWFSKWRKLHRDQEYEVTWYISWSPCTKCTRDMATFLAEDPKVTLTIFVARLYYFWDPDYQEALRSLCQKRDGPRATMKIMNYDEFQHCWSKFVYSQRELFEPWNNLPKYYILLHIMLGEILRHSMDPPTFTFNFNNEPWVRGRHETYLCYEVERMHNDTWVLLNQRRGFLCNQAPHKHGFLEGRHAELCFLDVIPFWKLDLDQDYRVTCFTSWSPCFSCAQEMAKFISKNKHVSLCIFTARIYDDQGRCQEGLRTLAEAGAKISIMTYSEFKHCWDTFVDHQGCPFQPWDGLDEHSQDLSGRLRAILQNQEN
SENP1 inh: SENP1 (human) catalytic domain inhibition; Q9P0U3; recombinant SENP1 catalytic domain, CyPet-SUMO1-YPet FRET cleavage; inhibition, % at 10 µM; actives 0.21% (n = 360,000); AID 624204;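 active = inhibition at least 30% at 10 µM, raw YFP signal under a set limit, fluorescence ratio 0.5 to 1.5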;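 note: 0% = enzyme with DMSO and 100% = no enzyme wells; some results filed as inactive read as strong as hits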
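Material – human SENP1 catalytic domain · Input – SENP1 enzyme, 20 pM final · Compound dosing – single concentration of 10 µM compound, 0.5% DMSO final · Timing – enzyme reaction for 50 min at room temperature, dark · Measured by – FRET fluorescence in CFP and YFP emission channels · Control set – no-enzyme wells low, DMSO-plus-enzyme wells high control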
SENP8 block-1: blocks human SENP8 cleavage of Nedd8 substrate; Q96LD8; recombinant SENP8, Nedd8 substrate fluorescence; inhibition, % at 20 µM; actives 0.64% (n = 360,000); AID 602440; in the data active = inhibition mostly above about 40%, no sharp cut-off; inactive = mostly below about 27%
Target sequence (Q96LD8 whole entry, looked up): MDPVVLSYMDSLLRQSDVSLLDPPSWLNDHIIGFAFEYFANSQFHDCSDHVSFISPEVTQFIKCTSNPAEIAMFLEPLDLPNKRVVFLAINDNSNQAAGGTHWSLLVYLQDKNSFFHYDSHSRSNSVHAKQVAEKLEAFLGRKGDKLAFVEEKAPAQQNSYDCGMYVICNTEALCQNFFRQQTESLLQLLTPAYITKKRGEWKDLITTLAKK
SENP7 inh: blocks the human protease SENP7 | inhibition, % at 5 µM | Q9BQF6 | AID 434973 | recombinant SENP7, Z-RLRGG-aminoluciferin luminescence, 40 min | actives 1.5% (n = 330,000);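 active = inhibition above about 50% at the single test dose, limit read from the data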;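 note: plate controls were DMSO with enzyme for no effect and no enzyme buffer wells for full effect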
Target sequence (Q9BQF6 706-1050 limits assumed): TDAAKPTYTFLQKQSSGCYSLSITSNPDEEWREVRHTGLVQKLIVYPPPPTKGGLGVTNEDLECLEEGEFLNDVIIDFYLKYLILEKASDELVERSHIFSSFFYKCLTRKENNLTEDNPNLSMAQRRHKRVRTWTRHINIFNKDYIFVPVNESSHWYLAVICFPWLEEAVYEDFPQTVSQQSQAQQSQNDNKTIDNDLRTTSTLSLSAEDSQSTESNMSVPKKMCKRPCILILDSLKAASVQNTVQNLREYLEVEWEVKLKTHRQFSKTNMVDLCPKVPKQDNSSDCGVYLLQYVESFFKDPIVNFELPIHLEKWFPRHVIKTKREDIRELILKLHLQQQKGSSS
Apaf-1 inh: blocks human Apaf-1 apoptosome activity. O14727. reconstituted apoptosome caspase-3 activity, DEVD-Rh110 fluorescence. inhibition, % at 20 µM. actives 0.71% (n = 330,000); active = inhibition of at least 40% at 20 µM;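 note: plate controls were DMSO wells for no effect and DEVD-CHO caspase inhibitor wells for full effect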
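Material: reconstituted apoptosome with Apaf-1, cytochrome c, caspase-9, procaspase-3, dATP / Buffer or medium: pH 7.5 Hepes buffer with CHAPS, BSA, DTT / Also added: cytochrome c with DEVD-Rh110 / Schedule: compound with Apaf-1, dATP, procaspase-3 30 min, then 50 min reaction, room temperature / Technique: rhodamine 110 fluorescence at Ex 480/Em 540 nm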
SENP6 block: SENP6 protease inhibition; Q9GZR1; Recombinant SENP6 catalytic domain, aminoluciferin luminescence; inhibition, % at 10 µM; actives 1.8% (n = 330,000); AID 2599;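 active = inhibition above about 50% at the single tested dose, limit read from the data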;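 note: plate controls were DMSO wells with enzyme for no effect and DMSO wells lacking enzyme for full effect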
SENP8 block-2: inhibitors of human SENP8 protease; purified SENP8, Z-RLRGG-aminoluciferin cleavage, luminescence; inhibition, % at 10 µM; actives 1.2% (n = 330,000); AID 2540; in the data active = inhibition above about 50%
Active calls of the source: *; · = no result given.

SMILES	UBC13 inh	APOBEC3G inh	SENP1 inh	SENP8 block-1	SENP7 inh	Apaf-1 inh	SENP6 block	SENP8 block-2
C/C(=C\c1ccco1)C1Nc2cccc3cccc(c23)N1	-31	57	·	·	-22	28	-85	15
COC(=O)CCC(=O)Nc1ccc(S(=O)(=O)Nc2cc(OC)nc(OC)n2)cc1	-1	0	1	9	9	6	-12	-9
O=C(CCNC(=O)c1ccccc1Cl)NCC1CCCO1 (configuration not stated)	7	-6	2	12	-3	-4	-5	-5
Cc1coc2c(C)c3oc(=O)c(CCC(=O)N(C)CC(=O)O)c(C)c3cc12	14	0	-3	-194	-6	6	-21	4
CCN1C(=O)c2ccccc2S(=O)(=O)c2ccc(C(=O)N3CCOCC3)cc21	-5	-12	3	3	-6	2	-10	-6
COc1ccc(CNC(=O)CCCN2C(=O)NC3(CCCC3)C2=O)cc1	2	-9	0	2	1	-13	15	0
Cc1ccsc1/C=C1/SC(=O)N(CC(=O)N2CCOCC2)C1=O	0	1	1	18	3	0	-3	1
O=C(CN(Cc1ccco1)C(=O)c1ccc(F)cc1F)Nc1ccccc1C(F)(F)F	-22	-4	-5	4	-1	14	-11	-10
O=C(Cn1ccc2cc(S(=O)(=O)N3CCCC3)ccc21)NCCc1ccccc1	-4	4	-3	12	-2	14	2	3
CCOc1ccc(NC(=O)c2ccc(S(=O)(=O)N3CCOCC3)cc2)cc1	-6	-1	2	17	-6	4	-22	-6
COc1ccc(NC(=O)c2ccc3nc[nH]c3c2)cc1	7	-4	1	16	11	7	1	-3
Cc1c(N)ccc(-n2nc3ccccc3n2)c1C	-1	-5	6	-276	3	-13	-6	-2
CCCCNC(=O)c1onc(CSc2cccc(C)c2)c1C(=O)O	-5	-8	2	10	1	2	-3	-5
COc1ccc(N2CCN(C(=O)CNC(=O)c3cccs3)CC2)cc1	-4	-5	2	-2	-8	12	1	-9
CC(C)(C)c1ccc(C(=O)NC(=S)NCC2CCCO2)cc1 (configuration not stated)	6	-4	1	19	-3	18	-36	-3
O=C(Nc1cccc([N+](=O)[O-])c1)Nc1ccc2c(c1)OCCO2	3	-7	2	4	36	-288	25	13
C/C(=N\NC(=O)c1ccn(C)n1)c1cccc(NC(=O)c2ccc(C)s2)c1	3	-3	-1	3	4	0	-7	-4
CCOC(=O)c1c(N)sc(C(=O)OC)c1C	-14	-7	0	14	-3	-8	-10	-6
NC(=O)c1ccc(Nc2nnc(-c3ccc(O)cc3)c3ccccc23)cc1	-4	-3	-5	-430	-9	10	-17	0
COc1ccccc1-c1nn2c(C(F)(F)F)nnc2s1	5	1	-6	-152	11	13	-2	-8
Nc1nonc1C(=O)NCCNC(=O)c1ccc(Cl)c(Cl)c1	2	-9	-1	11	7	-2	-13	2
CC(C)c1ccc(NC(=O)CCS(=O)(=O)c2cccc3nonc23)cc1	18	-3	1	12	-1	14	-10	-1
O=C(OCc1nnc(-c2ccccc2)o1)C1CC(=O)N(CCc2ccccc2)C1 (configuration not stated)	-11	-2	1	-2	-9	5	8	-5
CCOc1ccc(NC(=S)N(Cc2ccc(N(C)C)cc2)Cc2ccco2)cc1	-2	-3	1	6	-5	4	-8	-11
Cc1ccc(C(=O)NCCc2nnc3ccc(SCC(=O)Nc4ccccc4F)nn23)cc1	-3	-4	1	-11	-1	-6	6	-5
CCN(CC)c1nc(N2CCN(CCO)CC2)nc2ccccc12	-2	-7	0	-43	1	-5	7	0
CCOC(=O)c1[nH]c(C)c(C(=O)N(CC)CC)c1C	-1	-2	-5	0	-1	-12	8	1
COc1ccc(C2=NCCn3nc4cc(C(F)(F)F)ccc4c32)cc1	1	3	-1	-6	3	12	-4	1
Cc1ccc(Cn2c(C(C)Nc3nc(C)cs3)nc3cc(Cl)c(Cl)cc32)cc1 (configuration not stated)	-13	-4	·	·	10	26	-20	-10
COc1cccc(CN(C)C(=O)c2cccnc2SC)c1OC	1	-7	1	3	-1	1	-12	1

Taken from above.
O=C(Nc1cccc([N+](=O)[O-])c1)Nc1ccc2c(c1)OCCO2 in SENP8 block-1 reads 4
NC(=O)c1ccc(Nc2nnc(-c3ccc(O)cc3)c3ccccc23)cc1 in APOBEC3G inh reads -3
Nc1nonc1C(=O)NCCNC(=O)c1ccc(Cl)c(Cl)c1 in SENP7 inh reads 7

(cont.)
SMILES	UBC13 inh	APOBEC3G inh	SENP1 inh	SENP8 block-1	SENP7 inh	Apaf-1 inh	SENP6 block	SENP8 block-2
COC(=O)C(CC(=O)c1cccc(OC)c1)c1ccc(F)cc1 (configuration not stated)	7	-6	3	10	4	12	9	3
Cc1ccccc1N(C(=O)c1snc(C(N)=O)c1N)C(C(=O)NC1CCCCC1)c1ccc(O)cc1 (configuration not stated)	18	-11	-57	-294	-11	17	-8	-14
Cc1ccc(NC(=S)NC2CCN(Cc3ccccc3)CC2)cc1	11	-2	3	8	0	-7	11	8
Cc1ccc(S(=O)(=O)c2c[nH]c3ccc(C)cc3c2=O)cc1	11	-10	2	18	-4	8	-3	-7
CCOc1ccc(/C=N/Nc2nncc(-c3ccccc3)n2)cc1OC	6	-5	-1	21	3	6	2	2
O=C(Cn1nnc2ccccc2c1=O)NC1CCCc2ccccc21 (configuration not stated)	-3	1	-5	-30	0	-5	-8	-1
C=CCn1c(SC2CCOC2=O)nc2sc(C)c(C)c2c1=O (configuration not stated)	-1	1	0	2	3	-1	-6	-6
O=C1NC(c2ccncc2)Nc2ccccc21 (configuration not stated)	12	-4	·	·	-1	1	-17	1
O=C(O)C1C2CCC(O2)C1C(=O)Nc1ccc(O)cc1 (configuration not stated)	-15	-11	2	1	0	13	-3	0
CSc1nsc(SCC(=O)Nc2ccc(C(C)=O)cc2)n1	4	0	1	9	-19	2	-22	-14
Cc1cc(C)n(-c2nnc(C)n2NS(=O)(=O)c2ccc(F)cc2)n1	-5	-5	2	-47	0	0	-2	-11
C/C(=N\Nc1ccccc1Cl)c1ccc(-n2ccnc2)cc1	-11	30	0	9	-4	4	3	-12
O=C(c1cc2nc(-c3cccs3)cc(C(F)(F)F)n2n1)N1CCCc2ccccc21	-5	-6	-63	-437	2	34	4	3
C=CCNC(=O)CSc1n[nH]c(-c2cc(Cl)ccc2OC)n1	6	-4	1	8	6	-11	15	2
COC(=O)C1=C(C)N(CCCC(=O)O)C(=O)NC1c1cccc(Cl)c1Cl (configuration not stated)	3	-6	-2	13	-5	-2	-3	-3
COc1ccc(N=Nc2c(C)[nH][nH]c2=O)cc1	-158	-4	8	31	64*	3	69*	36
COc1ccc(C(=O)CCC(C)(C)[N+](=O)[O-])cc1	-2	-1	3	24	-14	10	6	-5
O=C(/C=C/c1ccco1)NCC1(c2ccccc2)CCCC1	0	-1	-4	5	-1	12	-3	-4
COc1ccc(CNS(=O)(=O)c2ccc(-c3cc(C)no3)cc2)cc1	-6	4	3	0	11	6	-5	-6
COc1ccc2c(C)cc(SCC(=O)N3CCOCC3)nc2c1	-8	0	67*	-47	3	4	1	6
Cc1ccccc1Cn1nc(C)c(NC(=O)c2cc(CC(C)C)on2)c1C	18	-5	0	11	-1	-6	-2	-3
COc1ccc(CC2C(=O)OC(C)(C)OC2=O)c(Cl)c1OC	4	-4	1	18	6	2	3	8
CCNS(=O)(=O)c1ccc(CCC(=O)Nc2cc(Cl)ccc2Oc2ccccc2)cc1	4	-7	3	13	-6	-2	2	5
COc1ccc(NS(=O)(=O)CC23CCC(CC2=O)C3(C)C)cc1 (configuration not stated)	3	-2	-1	10	9	-24	9	-1
COC(=O)c1ccc(CN(c2ccc(OC)cc2)S(=O)(=O)c2ccccc2)cc1	8	-6	1	19	1	-6	1	6
FC(F)(F)c1nc2ccccc2n1CCNc1nc(CN2CCCCC2)cs1	3	-11	-1	10	-5	1	-1	5
c1ccc2c3c(cc(N4CCOCC4)c2c1)OC1(N2CCOCC2)CCCCC1O3 (configuration not stated)	-27	-3	0	-290	45	28	80*	38
COC(=O)c1cc2c(ccn2-c2ccc(F)cc2)n1Cc1cccc(OC)c1	-4	2	-1	-56	12	-10	-14	3
Cc1nn2c(=O)cc(CSCC(=O)Nc3ccccc3F)nc2s1	-1	-6	-1	15	-5	1	-5	1
CCCCCCCCCCn1c2c(c(=N)c3c1CCC3)CCC2	62*	-1	1	19	4	74*	-12	-9

Three entries already listed, arranged by their value in APOBEC3G inh, smallest number first:
Structure,APOBEC3G inh
CCNS(=O)(=O)c1ccc(CCC(=O)Nc2cc(Cl)ccc2Oc2ccccc2)cc1,-7
Cc1nn2c(=O)cc(CSCC(=O)Nc3ccccc3F)nc2s1,-6
O=C(/C=C/c1ccco1)NCC1(c2ccccc2)CCCC1,-1

Carrying on:
SMILES	UBC13 inh	APOBEC3G inh	SENP1 inh	SENP8 block-1	SENP7 inh	Apaf-1 inh	SENP6 block	SENP8 block-2
COCc1c(C(=O)OC)nnn1-c1ccc(C(F)(F)F)cc1[N+](=O)[O-]	3	-3	2	7	-1	-10	8	8
O=C(O)c1ccc2cc[nH]c2c1	5	-3	0	-17	1	-12	21	1
COc1ccc(CCNC(=O)COC(=O)C2CC2)cc1OC	-12	-7	2	13	-7	-4	2	-15
NC(=O)c1ccccc1N1CCCCC1	-9	-4	1	10	11	-5	-6	-7
Cc1cc(C)c(NC(=O)NC2CCCCC2)c(C)c1	4	-5	1	24	-2	-4	-2	-3
Cc1ccc(N(Cc2ccco2)C(=O)c2cccc(S(=O)(=O)N(C)C)c2)cc1	2	2	-1	30	14	8	13	3
S=C1NCN(Cc2ccco2)CN1CCc1ccccc1	0	-5	2	21	-6	9	-14	-7
COC(=O)CSc1nc2ccccc2c(=O)n1C	-8	-5	2	18	-16	9	-3	-9
O=C(O)c1ccc(N/N=C2/CCSc3ccc(F)cc32)cc1	1	3	-3	-24	6	4	-19	-6
CC1CCCC(C)N1/N=C/c1ccc(C#N)cc1 (configuration not stated)	0	2	0	23	9	-3	11	4
O=C1CCc2cc(S(=O)(=O)N3CCN(c4cccc(C(F)(F)F)c4)CC3)ccc2N1	1	-4	1	8	0	-13	-3	0
O=C(CCCN1C(=O)/C(=C/c2cccc(Br)c2)SC1=S)N1CCOCC1	-1	-10	1	9	10	20	64*	27
CC(C)(C)OC(=O)C[C@H]1C/C=C\C[C@H](CC(=O)N(CCO)Cc2ccccc2)C(=O)N[C@@H](c2ccccc2)COC1=O	-10	-3	0	10	-12	21	-15	-11
NS(=O)(=O)c1ccc(CNC(=O)CNC(=O)c2ccc(Br)o2)cc1	-3	-7	-1	9	6	1	-6	0
O=C(CNc1ccc2ccccc2c1)N/N=C/c1ccc(OC(=O)/C=C/c2ccco2)cc1	-22	7	-5	-174	10	12	-5	-2
Cc1ccc(NC(=O)c2ccccc2Br)cc1S(=O)(=O)N(C)C	-4	-8	-5	4	-1	14	-3	-10
O=S(=O)(c1ccccc1)N1CCC(c2ccccc2)CC1	4	-16	1	8	-13	11	-13	-14
NS(=O)(=O)c1ccc(CCNC(=O)c2ccc3ccccc3n2)cc1	-7	-4	-4	-19	-3	6	3	-4
CCOC(=O)N1CCN(C(=O)C(CC(C)C)NS(=O)(=O)c2ccc(C)cc2)CC1 (configuration not stated)	6	-9	1	9	1	-12	-14	4
Cc1ccc(S(=O)(=O)NC(C(=O)N2CCN(S(=O)(=O)c3cccc(F)c3)CC2)C(C)C)cc1 (configuration not stated)	-2	-4	4	5	1	8	-6	-7
Cc1ccc(CNC(=O)CCc2c(C)nn(-c3ccc(N4CCOCC4)nn3)c2C)cc1	-4	-3	0	-13	6	4	5	7
CC(=O)N(Cc1ccccc1)c1ccc(C(=O)O)cc1	7	1	1	18	2	-8	12	3
CC(C)[C@H](NC(=O)N1CC(=O)Nc2ccccc21)C(=O)N1CCC(C(=O)O)CC1	-10	-1	2	13	0	4	18	3
CCOc1ccc(C(O)(CCC(C)C)C(CN2CCOCC2)c2ccccc2)cc1 (configuration not stated)	7	-6	1	15	1	30	13	6

Random draw from the library. About 3.6% of those tested had a hit in this group.
